MmCpn inh – M. maripaludis TRiC chaperonin inhibition | purified Mm-Cpn ATPase, ADP Transcreener TR-FRET | Potency, µM (titrated, usually from 76.9 µM), inactives show at the highest dose activity, negative = inhibition, actives largely listed as inhibitors | actives 0.031% (n = 330,000); further: potency means the concentration at half of the fitted maximal effect; on the % scale 0 is the no-effect control and ±100 the full control effect; nearly all actives have a fitted effect of over 80% in size
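Inhibition of chaperonin ATP hydrolysis is measured as reduced ADP production, detected by competitive TR-FRET in which signal falls with ADP. Final enzyme 25 nM and ATP 10 uM, reacted 30 min at 37°C.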
CCT chaperon mod – changes cytosolic chaperonin activity; actives 0.3% (n = 360,000); activity change, % (concentration not given with the values), hits read low; purified chaperonin ATPase assay, HTRF ADP detection, 30 min; in the data active means activity change below about -30%; further: on the % scale 0 is the no-effect control and ±100 the full control effect
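ATPase activity: ADP formed was measured by HTRF Transcreener (665/615 nm ratio) after 30 min at 37 deg C with 10 uM ATP. Compounds screened at one 76 uM concentration against 40 or 20 nM TRiC in Tris pH 7.4/KCl/MgCl2/DTT buffer.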
pAkt inh – inhibitors of Akt phosphorylation; Neuro2A IGF-stimulated pAkt S473 HTRF, 20 min; stronger effect = lower value; activity change, % for hits at 50 µM; actives 0.32% (n = 360,000); AID 651550; in the data active means activity change below about -80%; inconclusive means mostly about -51% to -80%; further: on the % scale 0 is the no-effect control and ±100 the full control effect
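Neuro2A cells in DMEM with 0.5% FBS, overnight at 37 deg C, given compound at single 50 µM final, then IGF (6 nM final) for 20 min at 37 deg C. Lysed; phospho-Akt Ser473 by HTRF after 24 h, 665/615 ratio.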
HepG2 tox – counter-screen for TGF-b inhibitors: cytotoxicity in HepG2 cells; HepG2 CAGA-GFP viability, ATP luminescence, 18 h; Potency, µM (highest dose often 46.1 µM), for the others: at the highest dose activity change, negative = cytotoxicity, most hits filed as cytotoxic; actives 0.76% (n = 410,000); AID 588856; further: potency means the concentration at half of the fitted maximal effect; some results filed as inactive show a strong effect at the top dose
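HepG2 CAGA-GFP cells (1000/well, DMEM with 1% FBS) received compound, then TGF-beta at 500 pg/mL final, and were incubated 18 hours at 37 degrees C. Viability was read by CellTiter-Glo luminescence. Media-only wells were set as complete cell-killing and DMSO as no toxicity.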
A549 viability – kills or reduces viability of A549 cells in Nrf2 counter-screen; A549 ARE-Fluc cells, CellTiter-Fluor viability, 18-24 h; Potency, µM (top dose mostly 46 µM), without a hit: at the top dose activity change, negative = cytotoxicity, hits mostly inhibitors; actives 0.16% (n = 390,000); AID 504648; further: potency means the concentration at half of the fitted maximal effect; on the % scale 0 is the no-effect control and ±100 the full control effect
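A549 ARE_Fluc cells in 5% FBS OPTI-MEM were exposed to compounds in concentration-response for 18-24 h at 37 deg C. Viability was read by CellTiter-Fluor fluorescence (Ex 405/Em 525) after 30 min, before the luciferase read.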
Nrf2 activator – Nrf2 pathway activation; AREc32 ARE-luciferase reporter (MCF7-derived line), luminescence, 24 h; Potency, µM (series often up to 46.1 µM), for inactives: at the top dose activation, most hits filed as activators; actives 0.31% (n = 410,000); further: potency means the concentration at half of the fitted maximal effect; % of control where 0% means no effect; nearly all actives have a fitted effect of over 65% in size
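Quantitative high-throughput format: AREc32 reporter cells, 1000 per well, received compound by pin transfer and were incubated 24 hr at 37 deg C, 5% CO2, before Steady-Glo luminescence detection.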
Abeta rescue – restores growth of yeast expressing A-beta42 peptide; actives 0.063% (n = 410,000); Potency, µM (doses to about 46.1 µM), without a hit: at the highest dose growth rescue, hits mostly activators; AID 1347071; yeast expressing A-beta42, growth rescue, OD600, 48 h; response scale: 0% DMSO, 100% iron-clioquinol control; further: potency means the concentration at half of the fitted maximal effect; nearly all actives have a fitted effect of over 55% in size
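Growth rescue measured by 600 nm absorbance after 48 h yeast culture at 30 C with compound. Values normalized between DMSO and an equimolar ferric chloride plus clioquinol control.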
Nrf2 block – Nrf2 pathway inhibition. A549 ARE-Fluc reporter, luciferase luminescence, 18-24 h. Potency, µM (titrated, usually from 46 µM), inactives show at the top dose activity change, negative = inhibition, hits mostly inhibitors. actives 2.1% (n = 360,000); further: potency means the concentration at half of the fitted maximal effect; on the % scale 0 is the no-effect control and ±100 the full control effect; nearly all actives have a fitted effect of over 60% in size
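Reporter: ARE-Fluc in A549. Exposure: 18-24 h, 37 °C, 5% CO2, 5% FBS OPTI-MEM. Readouts: fluorescent cytotoxicity (CellTiter-Fluor), then luminescent Nrf2 signal after BugLite.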
TGFb inhibitor – blocks TGF-b signaling; HepG2 CAGA-GFP TGF-b/SMAD3 reporter, GFP fluorescence, 18 h; TGF-beta stimulated, 500 pg/mL final; Potency, µM (series often up to 46.1 µM), for the others: at the highest dose activity, negative = inhibition, usual class: inhibitors; actives 1.2% (n = 410,000); further: potency means the concentration at half of the fitted maximal effect; on the % scale 0 is the no-effect control and ±100 the full control effect; nearly all actives have a fitted effect of over 65% in size
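GFP signal (ex488/em500-530) from TGF-beta-stimulated HEPG2 CAGA-GFP cells, 500 pg/mL final, 18 h at 37 degrees C in DMEM plus 1% FBS, normalized to unstimulated and DMSO-stimulated controls.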
Starred values were filed as active, the others as inactive; i = inactive; ? = inconclusive; nt = not tested or not shown. Unless noted, the call rests on the fitted dose curve; in most records, active means well fitted curve in the direction sought with a large enough effect; inconclusive means small, poorly fitted or top-dose-only effect, or another doubt; inactive means no such curve, though single readings can be large; an effect the other way counts as inactive or inconclusive.

SMILES	MmCpn inh	CCT chaperon mod	pAkt inh	HepG2 tox	A549 viability	Nrf2 activator	Abeta rescue	Nrf2 block	TGFb inhibitor
Cc1cccc(/C=C(\C#N)C(=O)Nc2ccccn2)c1	-1%	0.9	i	12%	0%	3.7%	24%	2%	23%
CCc1cccc(C)c1NC(=O)COC(=O)c1c2c(nc3ccccc13)/C(=C\c1cccs1)CCC2	-1%	-0.1	i	-1%	0%	0.2%	8%	-4%	?
CCn1c(=O)c(C(=O)Nc2ccc(C)cc2C)c(O)c2ccccc21	2%	-1.2	i	-2%	-4%	0.3%	3%	11%	2%
Cc1cc(C)nc(N(C#N)S(=O)(=O)c2ccccc2)n1	-6%	-3.1	i	7%	12%	-0.3%	-4%	nt	17%
N#Cc1c(NC(=O)C2CCCO2)sc2c1CCCCC2 (stereo not drawn)	2%	-2.1	i	-6%	4%	19%	-1%	?	-3%
Cc1ccc(NC(=O)C2CCCN(S(=O)(=O)c3c(C)n[nH]c3C)C2)c(C)c1 (stereo not drawn)	nt	nt	nt	-2%	-1%	-0.2%	-6%	5%	-8%
COc1ccc(C(c2nnnn2C2CCCCC2)N2CCN(C)CC2)c(OC)c1 (stereo not drawn)	-2%	-1.0	i	7%	9%	-0.4%	3%	4%	-16%
COc1ccccc1C(=O)NN1C(=O)C2C3C=CC(O3)C2C1=O (stereo not drawn)	-2%	-4.3	i	-4%	-6%	3.7%	2%	3%	-15%
COc1ccccc1C1c2c(C)nn(-c3ccccc3)c2NC(=O)C1NC(=O)c1ccccc1 (stereo not drawn)	?	-0.3	i	2%	-1%	0.3%	2%	-4%	7%
CC(C)NC(=O)CSc1c2c(nc3ccccc13)CCCC2	-3%	0.9	i	-13%	11%	?	-7%	20%	5%
CCCCCOc1ccc(/C=C/C(=O)Nc2sc(C)c(C)c2C(=O)OCC)cc1OC	nt	nt	nt	-1%	0%	4.4%	-11%	10%	?
CC(Oc1cccc(Cl)c1)C(=O)Nc1ccccc1N1CCCC1 (stereo not drawn)	2%	-1.4	i	-7%	0%	1.7%	35%	1%	6%
COc1ccc(-n2nc(C(=O)N(C)c3cccc(C(F)(F)F)c3)c3c4ccccc4n(C)c3c2=O)cc1	nt	nt	nt	2%	-2%	-0.3%	-7%	12%	-3%
O=C(Nc1ccc(S(=O)(=O)Nc2cnc3ccccc3n2)cc1)c1ccc(Cl)c([N+](=O)[O-])c1	0%	0.0	i	-6%	-8%	26%	-11%	-17%	?
CCOc1ccc(/C=C2/SC(=S)N(C(C(=O)O)c3ccccc3)C2=O)cc1OCC (stereo not drawn)	-2%	-2.6	i	-2%	-1%	0.2%	-5%	5%	-13%
COc1ccc(S(=O)(=O)N2CCN(C)CC2)cc1C(=O)N1CCCCC1	-4%	1.4	i	13%	-7%	0.1%	-1%	8%	5%
NS(=O)(=O)c1ccc(CCNC(=O)CNC(=O)c2ccc(F)cc2)cc1	1%	1.4	i	3%	5%	0.7%	12%	-5%	-13%
CN(CC(=O)Nc1ccccc1Cl)CC(=O)Nc1sc2c(c1C(N)=O)CCC2	0%	-1.3	i	-25%	-6%	1.0%	3%	-3%	?
CCCCNc1nc(Oc2ccc(=O)n(-c3ccccc3)n2)nc(N(CC)CC)n1	nt	nt	nt	-13%	?	-0.2%	7%	?	-21%
COc1ccc(NC(=O)CN(C)CCOc2ccc(Cl)cc2)cc1OC	-1%	-0.8	i	1%	1%	0.3%	-3%	-19%	0%
O=C(CSc1ncc(S(=O)(=O)c2ccccc2)c(=O)[nH]1)Nc1ccccc1Cl	-2%	0.0	i	-5%	-4%	0.0%	-10%	6%	3%
COc1cccc(Nc2sc(C(=O)c3ccc(Cl)cc3)c(N)c2C(=O)NCCc2ccc(OC)c(OC)c2)c1	nt	nt	nt	-33%	-18%	0.7%	3%	nt	?
COc1ccc(OC)c(NS(=O)(=O)c2ccc(Cl)nc2)c1	2%	2.1	i	7%	10%	3.8%	0%	8%	5%
O=C(c1ccc2c(c1)OCO2)N1CCNc2ccccc2C1	0%	-0.1	i	-2%	1%	2.3%	2%	-4%	7%
Cc1c(C(=O)N(CCc2ccccc2)Cc2ccccc2)cccc1[N+](=O)[O-]	0%	-6.5	i	-6%	15%	0.4%	3%	1%	?

Further compounds:
SMILES	MmCpn inh	CCT chaperon mod	pAkt inh	HepG2 tox	A549 viability	Nrf2 activator	Abeta rescue	Nrf2 block	TGFb inhibitor
O=C(NCCc1ccccc1F)C1CC(=O)N(c2ccccc2)C1 (stereo not drawn)	0%	-3.2	i	2%	8%	-0.7%	-14%	-6%	0%
Cn1c(SCC#N)nnc1-c1cnccn1	1%	-3.2	i	-1%	-4%	0.3%	9%	20%	-8%
Cc1ccc(Nc2cc(Cl)nc(N)n2)c([N+](=O)[O-])c1	nt	0.8	i	3%	-4%	3.9%	-1%	-4%	8%
COc1ccc(CNC(=O)CSc2nnc3c(n2)[nH]c2ccc(F)cc23)cc1	0%	-3.3	i	-1%	1%	-0.4%	-10%	6%	3%
CC(C)c1ccc(CN(C(=O)c2ccco2)C2CCS(=O)(=O)C2)cc1 (stereo not drawn)	1%	-2.8	i	0%	-2%	0.3%	2%	-5%	9%
CC(=O)Nc1ccc(NC(=O)c2nc(S(=O)(=O)Cc3ccc(F)cc3)ncc2Cl)cc1	nt	nt	nt	4µM*	?	-3.9%	-6%	?	2.8µM*
COc1cc(N/C(=N/S(=O)(=O)c2ccccc2)c2ccccc2)ncn1	nt	-2.9	i	4%	-2%	-0.7%	3%	?	12%
COc1ccc(C2(CNC(=O)C(=O)Nc3ccccc3C)CCCC2)cc1OC	nt	nt	nt	-7%	-6%	3.2%	-5%	-15%	-22%
Oc1ccccc1-c1nc(NCC2CCCO2)c2ccccc2n1 (stereo not drawn)	-7%	-1.7	i	-17%	?	0.7%	-26%	?	-5%
COc1cc(NC(=O)Cn2nnc(-c3ccccc3N)n2)cc(OC)c1	-1%	-0.6	i	-18%	-16%	-0.9%	19%	-32%	6%
COC(=O)c1ccc(NC(=O)C2CC(=O)N(c3cc(C)ccc3C)C2)cc1 (stereo not drawn)	-1%	-1.6	-105%*	5%	-6%	1.8%	8%	-9%	-5%
CCn1c(C)cc(/C=C2\NC(=O)N(CC(=O)Nc3ccc(F)cc3)C2=O)c1C	-5%	0.1	i	6%	1%	3.8%	-14%	?	19%
COc1ccc(S(=O)(=O)N(NC2=NS(=O)(=O)c3ccccc32)C(=O)C(C)C)cc1	4%	0.1	i	8%	0%	-0.1%	-5%	14%	-1%
O=C(COC(=O)c1ccncc1)Nc1cccc(Cl)c1	-12%	1.5	i	-7%	3%	0.0%	0%	9%	-1%
O=C(CCCNS(=O)(=O)c1cccc2nsnc12)NCc1ccccc1	0%	-1.5	i	2%	-2%	-0.7%	6%	-3%	4%
COc1cccc(CN(C)C(=O)Cn2cc(C)c(=O)[nH]c2=O)c1	nt	1.8	i	0%	3%	0.4%	5%	-23%	3%
Cc1cc(NC(=O)CN2C(=O)NC(C)(c3ccccc3)C2=O)no1 (stereo not drawn)	2%	-0.5	i	-44%	6%	-0.5%	4%	4%	-1%
COc1ccc(S(=O)(=O)Nc2cccc(-c3ccc(N4CCC(C)CC4)nn3)c2)c(OC)c1	nt	nt	nt	-4%	-21%	6.9%	3%	nt	-16%
CC1CCC(NC(=O)C2c3ccccc3C(=O)N2Cc2ccc3c(c2)OCO3)CC1 (stereo not drawn)	-1%	-0.5	i	28%	3%	-0.7%	-3%	-4%	9%
O=[N+]([O-])c1ccccc1NCc1ccc(Cl)cc1	0%	-3.7	i	2%	0%	2.6%	19%	-3%	?
CN(Cc1ccco1)S(=O)(=O)c1nnc(NC(=O)c2ccc(F)cc2)s1	-2%	-0.7	i	-12%	1%	0.2%	-12%	15%	7%
Cc1ccc(-c2nc3ccc(C)cn3c2Cc2ccsc2)cc1	nt	0.4	i	-28%	nt	7.8%	-2%	nt	-20%
Cn1c(SCc2ccccc2Cl)nnc1-c1cnccn1	1%	-1.8	i	-22%	-12%	1.9%	14%	10%	-3%
Cc1cccc(NC(=S)Nc2cccc(C)n2)n1	1%	-18	i	-13%	0%	2.0%	-3%	?	-23%
CCOC(=O)c1c(NC(=O)c2nn(CC)cc2Br)c(C#N)nn1-c1ccccc1	-5%	-0.1	i	-26%	2%	0.4%	-7%	?	-9%
CC(C)(C)OC(=O)N1CCN(c2ccc(CNC(=O)c3ccc(Cl)cc3)cc2)CC1	0%	-0.6	nt	-26%	-27%	-0.8%	2%	10µM*	?
O=C(Nc1c2c(nn1-c1ccccc1)CS(=O)C2)c1ccc2c(c1)OCO2 (stereo not drawn)	-1%	-1.6	i	-17%	4%	-0.1%	6%	?	2%

Compounds shown so far containing two or more sulfur atoms (5):
SMILES	MmCpn inh	CCT chaperon mod	pAkt inh	HepG2 tox	A549 viability	Nrf2 activator	Abeta rescue	Nrf2 block	TGFb inhibitor
CCOc1ccc(/C=C2/SC(=S)N(C(C(=O)O)c3ccccc3)C2=O)cc1OCC (stereo not drawn)	-2%	-2.6	i	-2%	-1%	0.2%	-5%	5%	-13%
O=C(CSc1ncc(S(=O)(=O)c2ccccc2)c(=O)[nH]1)Nc1ccccc1Cl	-2%	0.0	i	-5%	-4%	0.0%	-10%	6%	3%
COc1ccc(S(=O)(=O)N(NC2=NS(=O)(=O)c3ccccc32)C(=O)C(C)C)cc1	4%	0.1	i	8%	0%	-0.1%	-5%	14%	-1%
O=C(CCCNS(=O)(=O)c1cccc2nsnc12)NCc1ccccc1	0%	-1.5	i	2%	-2%	-0.7%	6%	-3%	4%
CN(Cc1ccco1)S(=O)(=O)c1nnc(NC(=O)c2ccc(F)cc2)s1	-2%	-0.7	i	-12%	1%	0.2%	-12%	15%	7%

Screening results (PubChem)

This is a random part of the collection; any-hit rate near 4.3%.
